# Rtt109 HAT inh: inhibitors of Candida albicans Rtt109/Vps75 histone acetyltransferase | hit rate 0.16% among 330,000 | purified Rtt109/Vps75, ThioGlo CoA-SH fluorescence, 4 h | Q5AAJ8 | inhibition, % at 34.9 µM;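 active = inhibition of at least 50% in every replicate; inconclusive = best replicate reaches 50% inhibition but some replicates fall short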
# RTF Ca sens inh: cardiac RTF calcium desensitization. P19429+P45379. IANBD-labeled cardiac RTF, Ca2+ fluorescence. inhibition, % at 7.15 µM. hit rate 0.12% among 340,000. AID 493244;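 active = inhibition above the mean inhibition of all tested compounds plus 3 SD, cut at about 17% in these data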;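 also: assay run at fixed EC70 calcium of 1.6 mM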
# Mot1-301 SUMO: blocks SUMOylation pathway, rescuing yeast Mot1-301 growth; AID 2716; S. cerevisiae Mot1-301 growth rescue, ATP luminescence, 38.5C; percent above DMSO median, 100 means doubled; hit rate 1% among 320,000; growth rescue, % at 18.8 µM;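 active = every valid replicate shows activation above 250% relative to neutral control wells; inactive = the rest, any valid replicate at or below 250%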;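 also: OY570 slx delta 5 strain wells were the positive control but not used for scaling; some compounds called inactive have numbers as strong as hits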
# cardiac RTF act: cardiac RTF calcium sensitization; P19429+P45379; IANBD-labeled TnC RTF fluorescence at EC20 calcium; 0% EC20 calcium, 100% full calcium; activation, % at 7.2 µM; hit rate 0.24% among 340,000; AID 493008;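 active = activation above the mean over all tested compounds plus 3 SD, cut at about 30% in these data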;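 also: rise in fluorescence read as greater calcium sensitivity of cardiac thin filaments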
# NSD2 inh: blocks human histone methyltransferase NSD2; O96028; NSD2 peptide methylation, AlphaScreen, 120 min; inhibition, % at 12.5 µM; hit rate 0.54% among 310,000; in the data active = inhibition above about 50%
# LANA DNA inh: inhibitors of KSHV LANA C-terminal domain DNA binding | MBP-C-LANA/FAM-LBS DNA binding, fluorescence polarization | inhibition, % at 9 µM | hit rate 0.078% among 340,000 | AID 504423;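 active = highest replicate inhibition at or above 60% at 9 µM, even if other replicates fall short; inactive = all replicates below 60% inhibition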;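 also: 0% = neutral control wells and 100% = 4 µM acridine orange control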
# PfHsp90 yeast 2: reduces growth (ATP signal) of yeast expressing P. falciparum Hsp90 | AID 504621 | inhibition, % at 9.4 µM | hit rate 0.32% among 310,000 | S. cerevisiae expressing PfHsp90, BacTiter-Glo ATP, 48 h; yeast lacking PDR1 and PDR3 efflux regulators;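 active = every replicate shows inhibition above about 80%, whatever the replicate mean, limit read from the data; inconclusive = mean inhibition reaches the set limit but some replicate falls short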;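 also: 0% = DMSO neutral controls and 100% = 20 µM radicicol positive controls; yeast relying on Plasmodium falciparum Hsp90 in place of its own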
# dFosB act: enhances mouse delta FosB homodimer DNA binding; P13346; purified delta FosB, TAMRA-CDK5 oligo fluorescence polarization; percent of positive-control signal above neutral wells; activation, % at 25 µM; hit rate 0.99% among 340,000;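 active = mean activation above about 17%, with every replicate also reaching it, limit read from the data, passing the limit was not always enough; inconclusive = only one of the two conditions met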;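 also: fluorescence polarization rise as delta FosB binds a TAMRA Cdk5 AP-1 oligo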
# Target sequence (P13346 whole entry, looked up): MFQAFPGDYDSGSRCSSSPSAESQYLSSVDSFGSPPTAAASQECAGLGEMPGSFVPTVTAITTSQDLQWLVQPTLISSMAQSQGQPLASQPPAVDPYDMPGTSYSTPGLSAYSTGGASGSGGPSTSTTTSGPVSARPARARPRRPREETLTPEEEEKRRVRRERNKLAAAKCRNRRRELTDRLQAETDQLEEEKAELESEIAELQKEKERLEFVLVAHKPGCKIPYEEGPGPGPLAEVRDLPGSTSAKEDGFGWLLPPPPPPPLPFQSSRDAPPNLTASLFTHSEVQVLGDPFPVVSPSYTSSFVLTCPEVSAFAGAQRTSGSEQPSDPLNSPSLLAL
# CDK5 p35 inh: blocks human CDK5/p35 kinase activity. inhibition, % at 10 µM. Q00535+Q15078. hit rate 0.01% among 330,000. AID 488839. Recombinant CDK5/p35, ADP-Glo luminescence, 60 min;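 active = highest replicate inhibition of at least 50% and at least 75% of replicates reaching 50%; inconclusive = only one of the two criteria met; inactive = both criteria failed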;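 also: plate controls were DMSO neutral control for no effect and GW8510 at 10 µM for full effect; many of its hits are not listed in these tables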
# Keap1-Nrf2 PPI: Keap1-Nrf2 (human) interaction inhibition; inhibition, % at 9.4 µM; hit rate 0.15% among 340,000; Keap1 Kelch-Nrf2 peptide fluorescence polarization, 1536-well; AID 504523; in the data active = inhibition above about 12%; inconclusive = no clear call, values can overlap the other calls; inactive = below about 7.3%;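 also: human Keap1 Kelch domain with fluorescein labeled Nrf2 9mer peptide probe; 0% = neutral control wells and 100% = peptide positive control; higher means more block of Keap1 binding to Nrf2 peptide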
# Target sequence (Q14145 whole entry, looked up, the tested form may be a part): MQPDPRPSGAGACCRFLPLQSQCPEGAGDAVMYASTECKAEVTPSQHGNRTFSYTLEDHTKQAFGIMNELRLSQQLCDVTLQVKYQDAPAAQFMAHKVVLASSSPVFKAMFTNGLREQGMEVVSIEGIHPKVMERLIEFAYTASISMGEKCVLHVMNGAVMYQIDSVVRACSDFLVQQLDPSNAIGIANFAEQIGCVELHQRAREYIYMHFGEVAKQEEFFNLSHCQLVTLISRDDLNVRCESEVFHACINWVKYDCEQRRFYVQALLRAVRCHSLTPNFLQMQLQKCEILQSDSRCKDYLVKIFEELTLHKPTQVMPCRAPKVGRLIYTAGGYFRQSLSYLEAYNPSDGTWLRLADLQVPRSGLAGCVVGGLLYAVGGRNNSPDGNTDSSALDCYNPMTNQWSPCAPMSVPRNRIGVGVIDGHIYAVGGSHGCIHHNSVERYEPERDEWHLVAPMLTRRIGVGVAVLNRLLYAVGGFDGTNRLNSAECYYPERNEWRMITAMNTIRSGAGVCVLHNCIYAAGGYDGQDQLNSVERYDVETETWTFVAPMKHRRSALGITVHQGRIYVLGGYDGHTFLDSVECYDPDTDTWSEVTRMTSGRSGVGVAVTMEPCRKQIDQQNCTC
# PvdQ acylase: blocks Pseudomonas aeruginosa PvdQ acylase activity; purified PvdQ acylase, fluorescence plate reader; AID 488965; inhibition, % at 10 µM; hit rate 0.063% among 340,000; in the data active = inhibition above about 30%, passing the limit was not always enough; inconclusive = no clear call, values can overlap the other calls;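 also: 0% = vehicle neutral wells and 100% = reference inhibitor wells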
# * hit, by the source's call; ? = inconclusive; · = not tested or not shown; + = active, no number; & = joins results of further samples.
item	structure	Rtt109 HAT inh	RTF Ca sens inh	Mot1-301 SUMO	cardiac RTF act	NSD2 inh	LANA DNA inh	PfHsp90 yeast 2	dFosB act	CDK5 p35 inh	Keap1-Nrf2 PPI	PvdQ acylase
1	CCOc1ccc(C(C)=O)cc1COc1cccnc1[N+](=O)[O-]	6	-11	5	2	3	1.2	25	-1	0.0	-5	-13
2	COc1ccccc1NCc1ccc([N+](=O)[O-])s1	-1	-10	-13	4	10	-0.4	4	1	0.0	-3	-2
3	O=C(O)c1cccc(NS(=O)(=O)c2ccc3c(c2)C(=O)c2ccccc2C3=O)c1	32	-4	-21	-1	14	-0.4	0	-3	1.5	-1	5
4	CCOc1ccc2ccccc2c1/C=N/NC(=O)c1ccc(C)nc1	-1	-10	14	-7	-3	-2.2	8	1	0.7	-3	-2
5	COc1ccccc1CN(C)C(=O)c1cnc(C)cn1	-2	3	165	1	-1	1.9	9	-1	-1.1	-2	13
6	COc1ccc(S(=O)(=O)NN(C)C)cc1N(C)S(=O)(=O)c1ccc(Cl)cc1	-1	-10	-21	4	2	3.3	-11	-6	-1.2	2	-14
7	Cc1ccc(C(=O)Nc2ccc3nccnc3c2)cc1	8	-4	-4	3	21	1.0	·	-15	1.5	-5	-13
8	O=C(Cc1ccc(F)cc1)Nc1nnc(SCC(=O)N2CCCCC2)s1	-5	-8	3	1	-1	-2.0	-23	4	0.0	2	6
9	CCOC(=O)C1(Cc2cccc(OC)c2)CCN(Cc2ccc(OC)c(OC)c2)CC1	0	-10	261	-2	2	1.4	7	-2	0.3	1	-1
10	OC(CNCC1CCCO1)COc1ccc(OCC(O)CNCC2CCCO2)cc1 (centres undefined)	-5	-4	·	-10	2	2.2	-14	-6	0.7	-7	-7
11	CC(=O)NC(Cc1ccccc1)C(=O)NC(Cc1ccccc1)C(=O)O (centres undefined)	·	-9	-19	0	-1	2.2	4	-3	-1.2	1	-18
12	Cc1nn(CC(=O)Nc2ccccc2C(F)(F)F)c(=O)c2cccn12	0	4	-7	5	-2	1.0	24	1	-1.9	-5	-11
13	O=C(NCC1CCCO1)c1cccc(S(=O)(=O)Nc2cccc(C(F)(F)F)c2)c1 (centres undefined)	-5	-2	-16	-2	-4	-1.3	·	-11	-0.1	-2	-9
14	Cc1ccc(C2c3c(oc4cc(C)c(C)cc4c3=O)C(=O)N2CCCN2CCOCC2)cc1 (centres undefined)	15	-3	-8	-5	·	1.3	4	9	2.2	0	-4
15	Cc1ccc(-c2nnn(CC(=O)N(c3ccccc3)C(C(=O)NC3CCCC3)c3ccncc3)n2)o1 (centres undefined)	-16	6	-9	-2	-4	0.3	-6	5	-1.9	0	-7
16	NC(=O)c1sc2nc3c(c(-c4cccs4)c2c1N)CCCCC3	-11	-4	1	2	-3	1.5	-8	0	0.8	2	-6
17	COc1ccc(CCNC(=O)C2CCN(S(=O)(=O)c3ccc4c(c3)oc(=O)n4C)CC2)cc1OC	-3	-8	-10	0	1	0.3	8	-2	1.2	0	-13
18	CSc1ccccc1NC(=O)CSc1nnc(COc2ccccc2)o1	-2	-18	40	7	·	1.0	-68	-7	-0.9	-3	-12
19	Cc1ccc(N2C(=O)[C@@H]3[C@H](C2=O)[C@H]2C=CC=NN2[C@@H]3C(=O)Nc2ccccc2)cc1	-3	-5	-1	11	0	-3.6	2	-16	0.5	-6	-4
20	O=C(NCc1cccnc1)C1CCN(S(=O)(=O)c2cccnc2)CC1	4	-3	+	1	2	0.8	9	-1	-0.1	-1	-7
21	O=C(Nc1ccc(C(=O)N2CCOCC2)cc1)Nc1cccc(C(F)(F)F)c1	0	-11	39	7	-1	0.5	-24	-11	-2.2	-3	-12
22	CCOC(=O)c1sc(NS(=O)(=O)c2ccc(C)cc2)nc1C	-5	-5	-13	-7	-3	-0.8	·	-9	0.7	2	-4
23	CCN1CCCC1CNS(=O)(=O)c1c(C)cc(C)cc1C (centres undefined)	1	-16	-4	-1	4	-2.6	11	-1	1.9	?	9
24	Cc1ccccc1C(=O)N1CCC(C(=O)OCC(=O)Nc2cccc([N+](=O)[O-])c2C)CC1	-9	3	·	2	0	-0.7	7	-6	-1.1	-6	-17
25	CCOc1ccc(OCC)c(NC(=O)CN2CCC(NC(=O)c3cccc(F)c3)CC2)c1	-4	-3	-11	-5	2	-1.6	9	-8	0.6	-3	-10
26	O=C(CSc1nnc(Cc2ccccc2)o1)N1CCCc2ccccc21	0	4	4	-6	17	-0.1	-9	-6	0.8	0	2
27	Cc1ccc(-n2c3c(cc(C(=O)NC4CCSC4=O)c2=O)C(=O)CC(C)(C)C3)cc1 (centres undefined)	-5	-4	276	1	·	-0.1	-15	-10	1.5	-2	-13
28	CCOc1cccc(N(C(=O)Cc2cccs2)C(C(=O)NC2CCCCC2)c2cccn2C)c1 (centres undefined)	0	4	56	-3	·	-3.2	-30	1	0.9	1	-12
29	Cc1ccc(N(Cc2ccccc2O)C(=O)c2ccccc2F)cc1	23	-6	-11	-3	-3	6.0	4	-5	-1.7	3	29
30	CCOC(=O)N1CCN(C(=O)CSc2nc3c([nH]c4ccccc43)c(=O)n2CC)CC1	5	-16	0	1	-3	-0.2	10	-11	0.4	0	-6
31	CC(=O)OCC1=C(C(=O)O)N2C(=O)C(NC(=O)c3ccc(COc4ccc(Cl)cc4)o3)C2SC1 (centres undefined)	-1	-26	-4	1	9	7.8	2	-18	1.9	-17	16
32	O=C(Cc1ccc(Cl)cc1)NCCS(=O)c1ccc(Cl)cc1 (centres undefined)	2	-4	-20	-1	-2	4.2	22	-1	-0.4	-1	-21
33	O=C(CNC(=O)c1ccc(Cl)cc1Cl)OCC(=O)N1CCCC1=O	·	-6	-8	7	-2	·	13	-1	2.0	·	-14
34	CN(C)CCC(c1ccccc1)c1ccccn1 (centres undefined)	-4&4&-8	12&-10&1	-1&6	-2&0&1	·	-1.5&1.0&-0.3	22&-13&11	2&1&-1	0.0&-1.4&-0.1	2&1&-7	12&-2&-6
35	CCCN(C(=O)CSc1nnnn1-c1ccccc1OC)C1CCS(=O)(=O)C1 (centres undefined)	-4	0	-5	-4	-2	-2.5	-1	-7	1.5	-3	-6
36	COc1cc2cc(CCCO)oc(=O)c2cc1OC	2	-18	-6	4	·	-0.9	-11	0	0.0	1	-17
37	C1=C(c2sc3ccccc3c2-c2ccc(OCCN3CCOCC3)cc2)CCCC1	-7	-13	62	9	·	-1.9	35	0	2.4	-5	-14
38	Cc1ccc(S(=O)(=O)N(C)c2ccc(C(=O)Nc3ccc(C)cn3)cc2)cc1	5	0	1	-8	-1	-1.1	-7	-16	2.4	4	1
39	O=C(O)c1cc(-c2ccccn2)n[nH]1	5	-3	14	5	-3	-0.7	-20	9	-1.2	0	-8
40	COc1ccc(OC)c(NC(=O)CSc2nnc3ccc(-c4ccncc4)nn23)c1	-6	-4	-28	1	4	-2.0	-4	2	-0.4	-3	-1

# Given with two lines to a compound: entries from further up
# Order of results: Rtt109 HAT inh	RTF Ca sens inh	Mot1-301 SUMO	cardiac RTF act	NSD2 inh	LANA DNA inh	PfHsp90 yeast 2	dFosB act	CDK5 p35 inh	Keap1-Nrf2 PPI	PvdQ acylase
[27] Cc1ccc(-n2c3c(cc(C(=O)NC4CCSC4=O)c2=O)C(=O)CC(C)(C)C3)cc1 (centres undefined)
  -5	-4	276	1	·	-0.1	-15	-10	1.5	-2	-13
[28] CCOc1cccc(N(C(=O)Cc2cccs2)C(C(=O)NC2CCCCC2)c2cccn2C)c1 (centres undefined)
  0	4	56	-3	·	-3.2	-30	1	0.9	1	-12
[29] Cc1ccc(N(Cc2ccccc2O)C(=O)c2ccccc2F)cc1
  23	-6	-11	-3	-3	6.0	4	-5	-1.7	3	29
[30] CCOC(=O)N1CCN(C(=O)CSc2nc3c([nH]c4ccccc43)c(=O)n2CC)CC1
  5	-16	0	1	-3	-0.2	10	-11	0.4	0	-6
[31] CC(=O)OCC1=C(C(=O)O)N2C(=O)C(NC(=O)c3ccc(COc4ccc(Cl)cc4)o3)C2SC1 (centres undefined)
  -1	-26	-4	1	9	7.8	2	-18	1.9	-17	16

# (cont.)
item	structure	Rtt109 HAT inh	RTF Ca sens inh	Mot1-301 SUMO	cardiac RTF act	NSD2 inh	LANA DNA inh	PfHsp90 yeast 2	dFosB act	CDK5 p35 inh	Keap1-Nrf2 PPI	PvdQ acylase
41	C=CCn1c(N2CCCCCC2)nc2c1c(=O)n(C)c(=O)n2C	1	-4	126	2	10	-0.6	10	-2	-0.5	-5	-12
42	CN(C(=O)c1cccc(NC(=O)Cc2ccc(NC(=O)C3CCCN(C(=O)C4CC4)C3)cc2)c1)C1CCCCC1 (centres undefined)	1	-2	·	-2	·	2.8	13	-2	0.1	4	0
43	O=C(OCC(O)COC(=O)c1cccnc1)c1cccnc1	-1	-6	-14	-4	-6	11	-3	-6	-0.5	0	5
44	CN1CCN(C(=O)c2cc3c(C(F)(F)F)nn(C)c3s2)CC1	-28	-6	9	1	4	-2.4	-2	-6	2.2	-6	-14
45	Cc1nc(SCC(N)=O)c([N+](=O)[O-])[nH]1	1	-13	-20	10	2	0.1	17	2	0.7	-6	-5
46	COC(=O)c1ccc(CNC(=O)COC(=O)COc2ccc(OC)cc2)cc1	-3	-16	-8	-4	-2	0.4	·	5	-7.5	-5	-8
47	O=[N+]([O-])c1cc(/C=N/O)ccc1SCc1ccccc1Cl	2	0	16	5	0	-0.4	·	1	6.4	2	2
48	COc1cc(/C=N\NS(=O)(=O)c2ccccc2)cc(OC)c1OC	3	-4	0	1	-3	-3.6	8	-6	0.6	-4	-10
49	O=C(CSC1CS(=O)(=O)c2cc([N+](=O)[O-])ccc21)NNC(=O)c1ccccc1 (centres undefined)	-9	-3	-13	7	-1	0.1	0	-1	-6.4	-3	-19
50	O=[N+]([O-])c1ccccc1S(=O)(=O)NCc1ccco1	0	·	-3	·	-1	-0.1	-43	-1	-1.4	-2	-12
51	O=C(NCCc1ccc2c(c1)OCCO2)c1cc(S(=O)(=O)N2CCCC2)ccc1Cl	-21	-17	·	0	1	0.6	·	-13	-9.7	-7	-12
52	Cc1ccc(NC(=S)NNC(=O)CCn2cc(C)cn2)cc1	4	-9	-1	5	-6	-0.7	9	-1	-0.2	0	-16
53	CN(C)c1ccc(C2OC(=O)C3(CCCC3)C(=O)C2(C)C)cc1 (centres undefined)	-1	-4	36	-7	-2	2.1	·	-10	1.0	-4	3
